GLD-1 TGE inh: GLD-1-TGE RNA interaction inhibition (C. elegans); purified GLD-1 + fluorescein TGE RNA, fluorescence polarization; Q17339; inhibition, % at 5.96 µM; 320,000 compounds, 0.44% hits;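 active = percent inhibition above a per-plate cutoff, the plate mean of test compounds plus 3 SD, cut at about 30% in these data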;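 also: 0% = DMSO wells with GLD-1 and probe and 100% = wells lacking GLD-1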
VLA-4 inh: inhibition in a human VLA-4 binding assay. P13612. VLA-4 expressing cells, ligand binding flow cytometry. inhibition, % (about 7 µM as worked out from the volumes in the protocol). 330,000 compounds, 0.2% hits. AID 2557; in the data active = inhibition above about 50%
MCL1-BIM inh: inhibitors of human MCL1 binding to BIM-BH3 peptide. Q07820. GST-MCL1 / FITC-Bim-BH3 fluorescence polarization. inhibition, % at 10.9 µM. 320,000 compounds, 0.68% hits. AID 2057;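 active = inhibition above the mean inhibition of all tested compounds plus 3 SD, set per campaign, cut at about 40% in these data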;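 also: 0% = DMSO wells and 100% = unlabeled Bim-BH3 peptide control; higher means more loss of mP so more displacement of Bim peptide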
CIT2 TOR yeast: yeast TOR pathway CIT2-GFP modulation | 320,000 compounds, 0.065% hits | GFP response vs DMSO, % at 10 µM | S. cerevisiae CIT2-GFP strain, flow cytometry, 3 h; 100 means same as DMSO wells | AID 2029;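 active = GFP response relative to DMSO above a set limit, near the screen mean plus 3 SD, cut at about 150% in these data; inconclusive = Fewer than 70 cells measured for a yeast strain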;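 also: ratio of well median GFP fluorescence to mean of DMSO wells on the plate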
BCLXL inh: Bcl-xL (human) inhibition; Q07817; GST-Bcl-xL / FITC-Bim BH3 peptide fluorescence polarization; inhibition, % at 10.9 µM; 320,000 compounds, 0.7% hits; AID 2129;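 active = inhibition above the mean of all tested compounds plus 3 SD, cutoff set per campaign, cut at about 30% in these data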;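 also: 0% = DMSO wells and 100% = unlabeled Bim-BH3 peptide competitor; inhibitors lower millipolarization by displacing the labeled peptide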
Target sequence (Q07817 whole entry, looked up): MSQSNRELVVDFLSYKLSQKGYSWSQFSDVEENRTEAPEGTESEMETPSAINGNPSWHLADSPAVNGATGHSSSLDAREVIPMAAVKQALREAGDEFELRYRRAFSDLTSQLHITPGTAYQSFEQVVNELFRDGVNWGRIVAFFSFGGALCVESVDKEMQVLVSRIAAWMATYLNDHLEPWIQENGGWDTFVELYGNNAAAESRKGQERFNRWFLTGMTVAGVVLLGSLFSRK
Fam108B counter: counter-screen for RBBP9 inhibitors: inhibitors of mouse Fam108B | inhibition, % at 9.51 µM | 300,000 compounds, 0.33% hits | recombinant Fam108B, FP-Rh probe fluorescence polarization;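 active = inhibition above the screen mean inhibition plus 3 SD, computed separately per campaign, cut at about 18% in these data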;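 also: inhibitors lower polarization as less probe binds the enzyme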
MEX-5 binding: C. elegans MEX-5 TCR-2 RNA binding activity; MEX-5/FITC-TCR2 RNA binding, fluorescence polarization; active compounds read low; activity score (negative = inhibition of binding), % at 10 µM; Q9XUB2; 300,000 compounds, 0.38% hits; AID 1832;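 active = inhibition past about -25% in most replicates, and total fluorescence under double the plate's negative control median, limit read from the data; inconclusive = replicates evenly split on the limit, or fluorescence at least double controls; inactive = too little inhibition in most replicates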;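 also: 0% = DMSO and -100% = 5 µM competing unlabeled TCR2 RNA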
AGP1 TOR yeast: modulators of TOR pathway AGP1-GFP in S. cerevisiae; S. cerevisiae AGP1-GFP multiplex flow cytometry, 3 h; GFP as percent of DMSO wells; GFP response vs DMSO, % at 10 µM; 320,000 compounds, 0.02% hits; AID 2066;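 active = GFP response relative to DMSO above a set limit, near screen average plus 3 SD, cut at about 150% in these data; inconclusive = fewer than 70 cells counted for the yeast strain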;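 also: median GFP channel fluorescence of the gated AGP1 strain per well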
GRK2 inh: human GRK2 inhibition via aptamer displacement | P25098 | bead flow cytometry, FAM-aptamer displacement from GRK2 | inhibition of aptamer binding, % at 10 µM | 330,000 compounds, 0.59% hits | AID 488847;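 active = inhibition of aptamer binding above 40%, roughly 3 SD of noise, on plates passing a quality check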;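 also: median bead fluorescence of bound FAM aptamer so fluorescent compounds give negative values; no value below 0 was filed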
Target sequence (P25098 whole entry, looked up): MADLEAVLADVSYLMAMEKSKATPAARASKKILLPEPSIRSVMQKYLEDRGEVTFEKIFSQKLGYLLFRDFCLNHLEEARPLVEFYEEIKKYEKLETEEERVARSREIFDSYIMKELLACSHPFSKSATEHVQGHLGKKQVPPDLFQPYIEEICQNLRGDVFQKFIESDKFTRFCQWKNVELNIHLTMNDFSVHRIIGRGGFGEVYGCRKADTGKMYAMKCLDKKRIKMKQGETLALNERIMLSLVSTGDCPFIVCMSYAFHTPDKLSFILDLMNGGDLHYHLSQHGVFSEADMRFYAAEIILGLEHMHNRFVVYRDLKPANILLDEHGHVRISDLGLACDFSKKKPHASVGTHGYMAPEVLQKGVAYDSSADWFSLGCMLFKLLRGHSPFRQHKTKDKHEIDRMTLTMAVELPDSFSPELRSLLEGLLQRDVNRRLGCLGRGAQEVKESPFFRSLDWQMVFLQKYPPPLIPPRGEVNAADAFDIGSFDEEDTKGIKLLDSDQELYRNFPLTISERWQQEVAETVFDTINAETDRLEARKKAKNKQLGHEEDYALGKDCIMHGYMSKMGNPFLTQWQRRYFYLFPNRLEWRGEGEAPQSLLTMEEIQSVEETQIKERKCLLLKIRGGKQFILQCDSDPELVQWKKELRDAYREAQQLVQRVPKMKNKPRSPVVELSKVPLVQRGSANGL
Starred values were filed as active, the others as inactive; ? = inconclusive; . = not tested or not shown; [ ] = remark or other dose.

SMILES | GLD-1 TGE inh | VLA-4 inh | MCL1-BIM inh | CIT2 TOR yeast | BCLXL inh | Fam108B counter | MEX-5 binding | AGP1 TOR yeast | GRK2 inh
CNS(=O)(=O)c1cccc(C(=O)OCC(=O)Nc2ccc(N3CCCCC3)cc2)c1 | 9 | -6 | 1 | 105 | 2 | 1 | -0.9 | 106 | 0
CCOC(=O)c1cnn(-c2cc(Oc3ccccc3C)ncn2)c1N | -5 | -5 | 8 | 90 | 1 | -7 | -5.1 | 92 | 0
Cc1ccc(S(=O)(=O)N2CCOCC2)cc1NC(=O)COC(=O)c1n[nH]c(=O)c2ccccc12 | 3 | -12 | -5 | 97 | 0 | -3 | -4.6 | 94 | 0
Cn1c(CCN2CCCCC2)nc2cc(NC(=O)COc3ccccc3)ccc21 | -3 | 11 | 5 | 104 | 2 | -1 | 2.4 | 98 | 0
Cc1ccc(NC(=O)COC(=O)Cc2c[nH]c3ccccc23)cc1C | 8 | 2 | 2 | 94 | 2 | . | . | 103 | 0
COc1ccc(S(=O)(=O)N2CC(O)C[C@H]2C(=O)OCC(=O)N2CCCCCC2)cc1 (some centres undefined) | 4 | 4 | 4 | 101 | 7 | 5 | 3.0 | 102 | 0
COc1ccc(CN2CCN(C(=O)CC(C)C)CC2)cc1Br | -3 | 4 | 0 | 101 | -1 | -3 | -1.6 | 97 | 2
N#Cc1cccc(NC(=O)Cn2cnc(S(=O)(=O)N3CCCC3)c2)c1 | -1 | -7 | 12 | 98 | 4 | 0 | -2.2 | 96 | 5
CSc1ncccc1C(=O)Nc1nc(C(C)(C)C)cs1 | 2 | -10 | -6 | 92 | 2 | 1 | 0.8 | 97 | 0
Cc1cc(NC(=O)c2cc3cccc([N+](=O)[O-])c3[nH]2)ccc1F | -4 | -2 | -8 | 94 | 2 | 2 | 0.0 | 96 | 0
COc1ccc(-n2c(SCC(=O)NCc3ccco3)nc3c([nH]c4ccccc43)c2=O)cc1 | 0 | 1 | 7 | 107 | 2 | -5 | 4.1 | 103 | 1
CCOC(=O)NC(O)C(=O)c1cccs1 (centres undefined) | 7 | 1 | 0 | 89 | 0 | -4 | 2.7 | 100 | 0
O=c1cc(CN2CCN(S(=O)(=O)c3cccc(Cl)c3)CC2)c2ccc(O)cc2o1 | -1 | -20 | . | 95 | . | . | . | 92 | 0
Cc1ccc(-c2nc(N)n(S(=O)(=O)c3ccc(C)cc3)n2)cc1 | 3 | 6 | 9 | 90 | 1 | -5 | -0.4 | 96 | 0
Cc1ccc(Oc2nc(-c3ccccn3)nc3ccccc23)cc1 | 4 | 2 | 2 | 86 | -1 | 1 | ? | 93 | 0
O=C(c1cccs1)c1cn(CC(=O)N2CCc3ccccc3C2)c2ccccc12 | -3 | -2 | 3 | 100 | -3 | -6 | 3.0 | . | 0
CCc1cc(=O)oc2c(C)c(OS(C)(=O)=O)ccc12 | 10 | 0 | 5 | 99 | 6 | 5 | 3.5 | 100 | 1
O=C(Cn1nnc(-c2ccc(Cl)cc2)n1)NC1CCS(=O)(=O)C1 (centres undefined) | -1 | 2 | 7 | 103 | 5 | . | . | 98 | 0
CCOC(=O)C1=C(N)Oc2cc(O)ccc2C1c1cccc([N+](=O)[O-])c1 (centres undefined) | -3 | 2 | 1 | 88 | 8 | -1 | -2.2 | . | 0
CC(=O)Nc1ccc(S(=O)(=O)N2c3ccccc3NC(=O)CC2C)c(Cl)c1 (centres undefined) | 13 | -1 | 5 | 104 | 8 | 3 | 0.3 | 102 | 1
CC(C)n1nnnc1SCC(=O)N(C)C1CCS(=O)(=O)C1 (centres undefined) | 2 | -1 | . | 103 | . | . | . | 96 | 1
CCOC(=O)c1cc2c(=O)n3cccc(C)c3nc2n(CC(C)C)c1=NC(=O)c1ccco1 | 8 | -1 | 18 | 90 | 14 | -2 | -2.6 | 103 | 4
COC(=O)c1c(NC(=O)CSc2nnc(CNc3ccc(Cl)cc3)o2)sc(C)c1C | 3 | 13 | -2 | 104 | -2 | -2 | 1.1 | 104 | 0
CCCNC(=S)N(Cc1ccccc1)Cc1nc2ccccc2c(=O)[nH]1 | -2 | 1 | 12 | 118 | 5 | 1 | -0.7 | 98 | 1
Cc1ccc2nc3c(cc(C(=O)NCCCn4ccnc4)n3C)c(=O)n2c1 | 10 | -2 | 1 | . | 1 | 5 | -3.4 | 78[may fluoresce violet] | 2

Random excerpt: two compounds from above, in no set order.
SMILES | GLD-1 TGE inh | VLA-4 inh | MCL1-BIM inh | CIT2 TOR yeast | BCLXL inh | Fam108B counter | MEX-5 binding | AGP1 TOR yeast | GRK2 inh
Cc1cc(NC(=O)c2cc3cccc([N+](=O)[O-])c3[nH]2)ccc1F | -4 | -2 | -8 | 94 | 2 | 2 | 0.0 | 96 | 0
CC(=O)Nc1ccc(S(=O)(=O)N2c3ccccc3NC(=O)CC2C)c(Cl)c1 (centres undefined) | 13 | -1 | 5 | 104 | 8 | 3 | 0.3 | 102 | 1

(further entries)
SMILES | GLD-1 TGE inh | VLA-4 inh | MCL1-BIM inh | CIT2 TOR yeast | BCLXL inh | Fam108B counter | MEX-5 binding | AGP1 TOR yeast | GRK2 inh
Cc1ccc(SCC(=O)c2ccc(CC(=O)O)s2)cc1 | -4 | 19 | 12 | 98 | 9 | 3 | -5.6 | 113 | 4
N#Cc1ccccc1NC(=O)CSc1n[nH]c(=O)n1C1CC1 | 0 | -6 | . | 89 | . | . | . | 110 | 3
O=C(CNS(=O)(=O)c1ccccc1)NCC(=O)OCc1ccccc1F | 2 | -13 | 4 | 94 | 4 | 0 | 1.2 | 103 | 1
COC(=O)C1=C(C)OC(N)=C(C#N)C1c1ccco1 (centres undefined) | -3 | 10 | 9 | 93 | 5 | -2 | 2.6 | 103 | 1
O=C1C2C3C=CC(C3)C2C(=O)N1CCCCN1C(=O)C2C3C=CC(C3)C2C1=O (centres undefined) | 4 | -23 | 5 | 89 | 3 | -10 | -2.4 | 96 | 0
COc1ccc(C(=O)NCCCNC(=O)c2cnccn2)cc1 | 5 | 20 | -2 | 103 | 4 | 2 | 2.9 | 98 | 1
CN(/C=C/c1c([N+](=O)[O-])c(=O)n(C)c(=O)n1C)c1ccccc1 | -4 | 13 | 6 | 106 | 7 | 0 | -3.2 | 110 | 4
CCN(CC)S(=O)(=O)c1cc(C(=O)OCC(=O)NC(=O)c2cccn2C)ccc1C | 2 | 0 | 5 | 91 | 4 | 2 | -1.9 | 95 | 1
COc1ccc(C2=NN(c3nc4ccccc4s3)C(=O)/C2=C\N(C)C)cc1 | 0 | 6 | 1 | ? | 3 | 7 | 1.2 | 85[may fluoresce red and violet] | 0
NC(=S)N1CCCc2ccccc21 | 3 | 3 | 14 | 107 | 5 | 2 | 0.7 | 106 | 0
COc1ccc(NC(=O)Nc2ccc([N+](=O)[O-])cc2)cn1 | 46* | 9 | 71* | 103 | 68* | 1 | -7.9 | 100 | 0
O=C(/C=C\c1cccs1)N1CCN(Cc2ccc3c(c2)OCO3)CC1 | 1 | 22 | -1 | 94 | 2 | 1 | -3.2 | 101 | 0
COc1ccccc1NC(=O)CSc1nnc(-c2ccncc2)n1CC1CCCO1 (centres undefined) | -6 | 2 | 2 | 101 | 2 | 3 | 0.7 | 107 | 2
CCC(=O)Nc1ccc2c(c1)nc1n2CCSC1 | 1 | 1 | 3 | 96 | -1 | 2 | -0.8 | 100 | 0
OCC(O)CN(c1ccccc1)c1ccccc1 (centres undefined) | -4 | 4 | 1 | 93 | -2 | 1 | -0.4 | 94 | 2
CC(=O)C1=C(C)OC2(O)c3ccccc3C(=O)C12O (centres undefined) | -1 | -1 | 1 | 102 | 5 | 8 | -1.4 | 100 | 0
COc1ccc(C2CC(c3ccccc3)=NN2c2ccc(C(N)=O)cc2)cc1 (centres undefined) | 14 | -3 | 0 | 89 | 2 | 9 | 1.0 | 89 | 0
CCOC(=O)c1ccc(NC(=S)NCc2ccco2)cc1 | 8 | 10 | 3 | 96 | -2 | -1 | -2.4 | 104 | 2
OC(COc1ccc2ccccc2c1Br)Cn1cnc(-c2ccccc2)c1 (centres undefined) | 7 | -12 | 6 | 109 | 5 | -13 | 9.7 | 102 | 0
CSC1=N/C(=C\c2ccc3c(c2)OCO3)C(=O)S1 | -5 | 5 | 7 | 94 | 1 | 1 | -6.1 | 101 | 0
COc1cc(C(=O)NCC(=O)NCC(c2ccco2)N2CCCCC2)cc(OC)c1OC (centres undefined) | 3 | -1 | 6 | 91 | 1 | . | . | 95 | 0
COc1cc(OC)c(C(=O)OCC(=O)NCCc2ccccc2)cc1OC | -21 | 0 | 4 | 103 | 6 | -5 | -1.9 | 103 | 0
N#CCCn1c(SCC(=O)NCCc2ccc(F)cc2)nc2ccccc21 | 0 | -13 | -2 | 94 | -2 | -3 | -0.4 | 107 | 1
CCCNC(=O)C1CC(c2cccc(F)c2)=NO1 (centres undefined) | 11 | 19 | 2 | 98 | -2 | -2 | 3.0 | 96 | 0
COc1ccccc1N1CCN(CC(O)c2ccccc2)CC1 (centres undefined) | -4 | 9 | -27 | ? | -2 | -7 | 1.2 | ? | 2

Molecules from the list above containing two or more sulfur atoms, in the order listed:
SMILES | GLD-1 TGE inh | VLA-4 inh | MCL1-BIM inh | CIT2 TOR yeast | BCLXL inh | Fam108B counter | MEX-5 binding | AGP1 TOR yeast | GRK2 inh
CSc1ncccc1C(=O)Nc1nc(C(C)(C)C)cs1 | 2 | -10 | -6 | 92 | 2 | 1 | 0.8 | 97 | 0
CC(C)n1nnnc1SCC(=O)N(C)C1CCS(=O)(=O)C1 (centres undefined) | 2 | -1 | . | 103 | . | . | . | 96 | 1
COC(=O)c1c(NC(=O)CSc2nnc(CNc3ccc(Cl)cc3)o2)sc(C)c1C | 3 | 13 | -2 | 104 | -2 | -2 | 1.1 | 104 | 0
Cc1ccc(SCC(=O)c2ccc(CC(=O)O)s2)cc1 | -4 | 19 | 12 | 98 | 9 | 3 | -5.6 | 113 | 4
CSC1=N/C(=C\c2ccc3c(c2)OCO3)C(=O)S1 | -5 | 5 | 7 | 94 | 1 | 1 | -6.1 | 101 | 0

Continuation:
SMILES | GLD-1 TGE inh | VLA-4 inh | MCL1-BIM inh | CIT2 TOR yeast | BCLXL inh | Fam108B counter | MEX-5 binding | AGP1 TOR yeast | GRK2 inh
Cc1cccc(C(=O)OCC(=O)Nc2nnc(-c3ccccc3)o2)c1O | -5 | 0 | 2 | 100 | -2 | -3 | -3.5 | 100 | 2
C=CCn1c(N/N=C/c2ccc(O)cc2)nc2ccccc2c1=O | 4 | 13 | -4 | 108 | -6 | 4 | -1.2 | 98 | 1
CCOC(=O)C(C)Sc1nc2c(c(=O)[nH]c(=O)n2C)n1Cc1ccc(Cl)cc1 (centres undefined) | -5 | -22 | -2 | 108 | -2 | 3 | 1.2 | 101 | 1
CCN(CC(=O)Nc1cc(Cl)ccc1Cl)C(=O)c1ccc(-n2cccn2)cc1 | 2 | -2 | -6 | 98 | -2 | . | . | 97 | 3
O=C(CN1CCc2ccccc21)NN1CC(=O)N(c2ccc(Cl)cc2)CC1=O | -1 | -9 | -2 | 107 | 7 | -4 | 1.5 | 109 | 2
CCCCCc1cc(=O)oc2c(C(CCN3CCCC3)c3cc(OC)c(OC)c(OC)c3)c(OC)cc(OC)c12 (centres undefined) | -2 | 27 | 7 | 68 | 1 | -2 | 0.7 | 82 | 0
CCOC(=O)C1(Cc2ccc(Cl)cc2)CCN(C2CCC2)CC1 | 5 | 3 | 1 | 102 | 4 | 3 | 0.1 | 101 | 3

Compound activity (PubChem BioAssay)
